High-throughput results as filed in PubChem BioAssay.
D2 antag – HTS Assay for Allosteric Antagonists of the Human D2 Dopamine Receptor: Primary Screen for Antagonists; D(2) dopamine receptor (Homo sapiens), P14416; HEK293 TREx D2 cells, calcium flux, dopamine EC80; inhibition, % at 10 µM; actives 2% (n = 340,000); AID 485344, 2010; in the data active = inhibition above about 30%; also: 0% is about no effect
Target sequence (P14416 whole entry, looked up): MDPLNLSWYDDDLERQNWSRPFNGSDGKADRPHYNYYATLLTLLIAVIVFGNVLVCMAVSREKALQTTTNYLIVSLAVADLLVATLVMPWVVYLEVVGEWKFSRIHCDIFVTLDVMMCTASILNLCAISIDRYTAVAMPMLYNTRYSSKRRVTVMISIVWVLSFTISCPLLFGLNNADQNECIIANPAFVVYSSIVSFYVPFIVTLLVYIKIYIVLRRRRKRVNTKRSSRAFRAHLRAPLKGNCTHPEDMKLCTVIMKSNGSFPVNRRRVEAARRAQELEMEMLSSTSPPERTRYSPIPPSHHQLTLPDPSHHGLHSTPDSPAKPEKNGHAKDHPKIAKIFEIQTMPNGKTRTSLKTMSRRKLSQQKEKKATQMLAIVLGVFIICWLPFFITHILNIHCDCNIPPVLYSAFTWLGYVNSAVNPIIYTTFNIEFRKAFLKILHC
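Tetracycline-induced HEK293 TREx cells expressing D2 receptor forced-coupled to calcium signalling, loaded with no-wash calcium dye. Compounds added and calcium flux read 180 s, then dopamine added at EC80 and read a further 180 s.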
D2 PAM – HTS Assay for Positive Allosteric Modulators of the Human D2 Dopamine Receptor: Primary Screen for Potentiators | HEK293 T-REx D2, calcium flux, EC20 dopamine potentiation | potentiation, % at 10 µM | actives 0.34% (n = 340,000) | AID 485347, 2010;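 active = potentiation over 3 SD above the plate norm, cut at about 30% in these data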; also: 0% is about no effect
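Potentiation of an EC20 dopamine calcium response measured kinetically over 180 s, after a preceding 180 s compound-only read flagging agonists. Cells: inducible Hek293 Trex D2 line, 4000/well, cultured overnight at 30 C before dye loading.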
D1 antagonist – Antagonist of Human D 1 Dopamine Receptor: qHTS; D(1A) dopamine receptor (Homo sapiens), P21728; HEK293 TREx D1 cells, calcium flux, dopamine EC80; active compounds read low; activity change, negative = inhibition, % at 10 µM; actives 3.2% (n = 360,000); AID 504652, 2011; in the data active = activity change below about -30%; also: % is scaled to controls: 0 for no effect and ±100 for the full control effect
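HEK293 T-REx cells expressing inducible, force-coupled D1 receptor; no-wash Ca dye, 30–90 min RT. Cmpd → 180 s read at 1 Hz → EC80 DA → 180 s read.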
RXFP1 antagonist – qHTS Assay for Antagonists of the Relaxin Receptor RXFP1 | Relaxin receptor 1 (Homo sapiens), Q9HBX9 | HEK293-RXFP1, relaxin-stimulated cAMP HTRF, 30 min; active compounds read low | activity change, negative = inhibition, % at 57.5 µM | actives 0.59% (n = 350,000) | AID 1259400, 2018;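 active = activity change of -60% or lower, but not beyond a set lower limit; inconclusive = change between -60% and -40%, or beyond the set limit; inactive = change above -40%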; also: % is scaled to controls: 0 for no effect and ±100 for the full control effect
TRHR enhancer – qHTS for Small Molecule Agonists and Allosteric Enhancers of Human TRH Receptor: Primary Screen for Enhancers; TRHR cells, fluo-8 calcium fluorescence, EC20 TRH enhancement; enhancement, % at 2 µM; actives 0.66% (n = 360,000); in the data active = enhancement above about 30%; also: 0% is about no effect
Target sequence (P34981 whole entry, looked up): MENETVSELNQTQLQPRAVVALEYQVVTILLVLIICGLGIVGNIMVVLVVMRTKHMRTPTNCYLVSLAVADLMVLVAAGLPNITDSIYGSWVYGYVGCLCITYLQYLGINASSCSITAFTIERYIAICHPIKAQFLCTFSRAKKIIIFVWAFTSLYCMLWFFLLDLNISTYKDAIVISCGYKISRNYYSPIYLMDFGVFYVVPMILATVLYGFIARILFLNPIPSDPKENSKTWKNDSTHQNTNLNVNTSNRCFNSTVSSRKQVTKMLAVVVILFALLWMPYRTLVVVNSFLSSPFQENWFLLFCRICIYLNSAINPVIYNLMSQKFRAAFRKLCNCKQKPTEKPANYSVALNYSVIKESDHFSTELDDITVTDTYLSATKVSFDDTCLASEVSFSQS
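TRHR-expressing cells loaded with fluo-8 calcium dye were read kinetically (ex 480/em 530) during compound addition, then stimulated with an EC20 of TRH (10 nM final). Enhancement of the Gq-mediated intracellular calcium response was scored.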
D1 agonist – Allosteric Agonists of the Human D1 Dopamine Receptor: qHTS; activation, % at 2 µM; AID 504660, 2011; D(1A) dopamine receptor (Homo sapiens), P21728; actives 1% (n = 360,000); HEK293 T-REx D1 cells, calcium flux, agonist mode; in the data active = activation above about 30%; also: 0% is about no effect
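Tetracycline-induced HEK293 TREx D1 cells, force-coupled to calcium signalling, were dye-loaded with a no-wash calcium kit. Compound was pin-added after a 10 s baseline. Fluorescence was read kinetically at 1 cycle/s for 180 s, with calcium rises flagged as agonism.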
RXFP1 agonist – qHTS Assay for Agonists of the Relaxin Receptor RXFP1; Relaxin receptor 1 (Homo sapiens), Q9HBX9; HEK293T-RXFP1 cAMP TR-FRET, 30 min; response scale: percent of porcine relaxin response, buffer zero; actives 0.3% (n = 370,000); AID 2676, 2010; Potency, µM (doses to about 57.5 µM), for the others: at the top dose activation, hits mostly activators; active = well fitted activation curve with a large enough effect; inconclusive = small, poorly fitted or top-dose-only effect; also: potency is read from the fitted curve at half-maximal effect; % is scaled to controls: 0 for no effect and ±100 for the full control effect; nearly all actives have a fitted effect of over 60% in size; many of its hits are not listed in these tables
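HEK293T cells stably expressing RXFP1 were pretreated with the PDE4 inhibitor Ro 20174, exposed to compounds for 30 min at 37C, lysed, and cAMP was read by TR-FRET. Data normalized to buffer (basal) and 29 nM porcine relaxin (100%).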
D2 ag – HTS Assay for Allosteric Agonists of the Human D2 Dopamine Receptor: Primary Screen for Agonists. D(2) dopamine receptor (Homo sapiens), P14416. HEK293 T-REx D2 cells, calcium flux agonist mode. activation, % at 2 µM. actives 0.53% (n = 340,000). AID 485358, 2010;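 active = activation over 3 SD above normal in the single-dose calcium agonist read, cut at about 30% in these data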; also: 0% is about no effect
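Agonism scored from kinetic calcium signal (1 read/sec, 180 s) following compound pin transfer, after a 10 s baseline. Cells: HEK293 Trex line expressing inducible D2 receptor coupled to calcium, dye-loaded after overnight culture at 30 C.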
D1 PAM – Potentiators of Human D1 Dopamine Receptor: qHTS; D(1A) dopamine receptor (Homo sapiens), P21728; potentiation, % at 10 µM; AID 504651, 2011; actives 0.036% (n = 360,000); HEK293 TREx D1 cells, calcium flux, dopamine EC20 potentiation; in the data active = potentiation above about 30%; also: 0% is about no effect
Active calls of the source: *; ? = inconclusive; · = no result given; & = joins results of further samples.

Start of the data: the first 3 entries (preview)
SMILES	D2 antag	D2 PAM	D1 antagonist	RXFP1 antagonist	TRHR enhancer	D1 agonist	RXFP1 agonist	D2 ag	D1 PAM
Cc1[nH]n(-c2ccc(F)cc2)c(=O)c1/C=N/c1sc2c(c1C#N)CCCC2	11	-13	13	-1	19	0	1.1%	53*	-4
COc1ccccc1N1CCN(/N=C/c2ccccc2C(=O)O)CC1	3	3	-50*	-10	0	0	-1.8%	0.1	-5
NC(=O)c1ccc(NC(=O)c2ccc3c(c2)OCO3)cc1	-3	-12	1	-9	-4	2	5.3%	-0.6	-1

This part in full, from the first entry:
SMILES	D2 antag	D2 PAM	D1 antagonist	RXFP1 antagonist	TRHR enhancer	D1 agonist	RXFP1 agonist	D2 ag	D1 PAM
Cc1[nH]n(-c2ccc(F)cc2)c(=O)c1/C=N/c1sc2c(c1C#N)CCCC2	11	-13	13	-1	19	0	1.1%	53*	-4
COc1ccccc1N1CCN(/N=C/c2ccccc2C(=O)O)CC1	3	3	-50*	-10	0	0	-1.8%	0.1	-5
NC(=O)c1ccc(NC(=O)c2ccc3c(c2)OCO3)cc1	-3	-12	1	-9	-4	2	5.3%	-0.6	-1
COc1cc2c(c(OC)c1OC)CC(=O)N(C)CC2	-1	1	-15	1	4	6	0.7%	-0.5	8
CCc1ccc(Nc2n[n+](C)c(-c3ccncc3)s2)cc1	10	8	4	·	0	0	-0.7%	-1.0	-3
CS(=O)(=O)c1nc(S(=O)(=O)c2ccc(Cl)cc2)c(N2CCCCC2)s1	-3	10	-17	5	6	1	0.6%	1.1	0
COc1ccc(S(=O)(=O)N2CCC(C(=O)NCCC(=O)NCc3ccncc3)CC2)cc1	7	-12	8	5	-1	0	1.8%	0.3	0
O=[N+]([O-])c1cccc2ccc(/C=C/c3ccc(F)cc3)nc12	-6	-5	29	·	0	4	3.4%	0.0	4
CCOC(=O)CC(=O)CSc1nc(-c2ccccc2)cc(-c2ccc(Cl)cc2)c1C#N	5	-4	0	-2	-9	7	9.8%	-0.6	-3
CCCCN1CC(C(=O)NCc2ccc(C)cc2)CC1=O (stereo not given)	25	13	1	9	-8	0	1.9%	-0.5	-2
Cc1cc(NC(=O)CSc2nc3c([nH]c4ccccc43)c(=O)n2-c2ccccc2F)no1	-8	0&-4	0&-17	-1	-2&3	5&1	1.2%&1.1%	0.3&0.7	4&-4
C=CCn1c(O)c2ccc(C(=O)N=NC(=O)COc3ccccc3F)cc2c1O	-27	10	-15	-12	0	4	-0.6%	-0.6	-5

Compound profiles, from the list above. Order of values: D2 antag, D2 PAM, D1 antagonist, RXFP1 antagonist, TRHR enhancer, D1 agonist, RXFP1 agonist, D2 ag, D1 PAM
Results for NC(=O)c1ccc(NC(=O)c2ccc3c(c2)OCO3)cc1 = -3, -12, 1, -9, -4, 2, 5.3%, -0.6, -1
Results for O=[N+]([O-])c1cccc2ccc(/C=C/c3ccc(F)cc3)nc12 = -6, -5, 29, ·, 0, 4, 3.4%, 0.0, 4

(list continues)
SMILES	D2 antag	D2 PAM	D1 antagonist	RXFP1 antagonist	TRHR enhancer	D1 agonist	RXFP1 agonist	D2 ag	D1 PAM
COc1ccc(CCNC(=O)C2c3ccccc3C(=O)N2CCC(C)C)cc1OC (stereo not given)	·	·	-8	9	10	5	-1.3%	·	0
Cc1n[nH]c(C)c1S(=O)(=O)N1CCCC(C(=O)N2CCN(c3ccc(Cl)cc3)CC2)C1 (stereo not given)	-17	11	-48*	-31	6	19	-3.2%	-0.1	-7
CCc1noc(C)c1C(=O)OCC(=O)NCc1ccccc1	10	5	7	-4	-2	2	0.4%	0.4	-7
O=C(COc1ccccc1Br)c1ccc2c(c1)OCO2	14	-1	-4	5	-6	2	-1.2%	-1.6	6
COC(=O)c1cccc(NC(=O)CSc2nnc(C3CC3)n2C)c1	5	12	-1	3	-7	5	0.1%	0.1	0
CCc1ccc2c(c1)cc(CN(C(=S)Nc1ccccc1)C1CC1)c1nnnn12	·	·	0	0	11	5	-2.4%	·	-7
Cc1cc2cc3c(cc2nc1SCc1ccc(C(=O)O)cc1)OCCO3	5	1	4	31	0	4	1.5%	0.6	3
O=C(CN1N=C(c2ccccc2)CCC1=O)NCCN1CCc2ccccc2C1	-21	-19	8	-3	-7	2	-0.1%	-2.3	1
COCCCNc1nc2c(c(=O)[nH]c(=O)n2C)n1CC(O)COc1ccccc1 (stereo not given)	-12	6	-3	30	18	2	1.8%	-2.0	0
COC(=O)c1ccc(OCC2c3cc(OC)c(OC)cc3CCN2C(=O)COc2ccc(Cl)cc2)cc1 (stereo not given)	·	-9	-11	·	-4	2	17%	0.0	-3
COc1cc(C(=O)Nc2ccc(Cl)c([N+](=O)[O-])c2)cc(OC)c1OC	37*	-14	-27	8	-7	8	-2.0%	2.5	-4
Cc1cc(C)n2nc(C(=O)Nc3cccc(S(=O)(=O)N(C)c4ccccc4)c3)nc2n1	-6	-8	-14	-3	-4	1	1.8%	-1.4	-9
CC1CCCC(C)N1C(=O)CSc1nc2ccccc2s1 (stereo not given)	12	-17	1	-4	12	1	0.1%	6.7	-4
CCOC(=O)N1CCN(c2cc(C)c([N+](=O)[O-])cc2F)CC1	-3	·	-26	-37	-3	8	-1.7%	-0.1	-2
O=C(c1ccco1)N1CCN(c2ncnc3scc(-c4ccc(F)cc4)c23)CC1	6	10	4	3	-4	0	0.6%	-1.4	-1
COCCCNC(=O)CCn1c(=O)c2ccccc2n(CC(=O)Nc2cc(Cl)ccc2C)c1=O	-8	0	2	0	-2	1	2.2%	0.5	-3
CCOC(=O)N1CC=C2C(C#N)=C(N)C(C#N)(C#N)[C@H](c3cccs3)C2C1 (stereo not given in full)	-18	72*	7	-6	-1	-1	3.3%	0.2	-4
COc1ccc(C(=O)C2CCCN(C(=O)c3cccc(N(C)C)c3)C2)cc1OC (stereo not given)	2	-8	5	3	-2	2	1.4%	-0.4	-4
COc1ccc(N2C(=O)c3ccc(C(=O)Nc4ccc(NC(C)=O)cc4)cc3C2=O)cc1	·	·	4	31	0	2	0.8%	·	4
COc1cccc(NC(=O)NNC(=O)CN2C(=O)COc3ccccc32)c1	-21	-3	-12	4	3	1	-0.6%	0.8	-3
COc1ccc(S(=O)(=O)N2CCOCC2)cc1C(=O)Nc1nc2ccccc2s1	9	14	4	9	11	2	16%	0.2	0
CCN(CC)S(=O)(=O)c1cccc(C(=O)N[C@H](C(=O)OCC(N)=O)C(C)C)c1	-3	-5	·	-1	2	1	1.7%	0.4	-1
Cc1cc(C(C)(C)C)oc1C(=O)N(CC(=O)NC1CCCC1)c1cccc(C(F)(F)F)c1	16	0	12	-5	-8	8	1.8%	0.2	4
COCCCNC(=S)N1CCN(c2nc(-c3cccc(OC)c3)cs2)CC1	2	-3	-31*	-21	-8	6	-1.0%	0.0	-7
COc1ccc(S(=O)(=O)N2CCCC2C(=O)Nc2nc3c(s2)CCCC3)cc1 (stereo not given)	7	2	0	-14	4	0	0.1%	0.0	1
NC(=O)c1ccc(-n2nnnc2SCC(=O)Nc2ccc(N3CCOCC3)c(Cl)c2)cc1	0	·	6	1	-3	3	0.5%	1.7	-1
CCc1sc(C(=O)NCc2ccco2)cc1C	4	-10	-13	5	0	-1	3.0%	-0.4	-4
C=CCN(c1ccccc1)S(=O)(=O)c1cccc(C(=O)Nc2ccncc2)c1	-1	3	-9	-30	2	22	-0.2%	-0.3	-13
Cc1ccn2cc(CC(=O)O)nc2c1	2	15	-2	15	-7	0	-3.2%	0.5	5
CC(=O)NN1C(=O)/C(=C2/Sc3ccccc3N2C)SC1=S	11	17	1	2	-3	1	24%	-0.8	3
O=C(COC(=O)CCSc1ccccc1Cl)Nc1ccc(F)cc1F	-11	-6	-15	15	3	8	0.6%	-0.1	-4
Cn1nccc1C(=O)N/N=C/c1c(O)ccc2ccccc12	5	-1	18	7	6	11	3.3%	·	-4
O=C(N/N=C/c1ccco1)c1ccc(NC(=O)C2CC2)cc1	-6	-2	-3	3	4	0	-1.4%	-0.1	-4
CCOc1cccc(NC(=O)C2CC(=O)NC(=Nc3ccccc3)S2)c1 (stereo not given)	8	-15	-9	-4	84*	3	1.0%	0.2	2
COc1ccc2nc(SCCC(=O)O)cc(C)c2c1	-7	4	7	16	-1	2	26%	0.4	6
Cc1ccc(NC(=O)c2ccc(CNS(=O)(=O)c3ccc4c(c3)C(C)(C)C(=O)N4C)cc2)cc1C	·	4	-3	-25	0	0	1.6%	0.1	2
CC(C)=C1SC(N2CCN(c3ccc(C)c(Cl)c3)CC2)=NC1=O	2	7	-8	0	-1	7	-0.8%	-1.9	-6
COc1ccccc1CNC(=O)c1ccc(-c2nc(CS(=O)(=O)c3ccc(C)cc3)c(C)o2)cc1	·	0	-8	-11	2	2	2.4%	0.5	-1
c1cc(-c2cccs2)nc(-c2cccs2)c1	11	14	9	4	8	6	2.1%	-6.8	3
COc1ccccc1CN1CC(C(=O)NCC2CCCO2)CC1=O (stereo not given)	-6	8	-21	-11	4	3	2.6%	0.5	-10
COCCn1c(SC(C)C(=O)NCC2CCCO2)nc2sc3c(c2c1=O)CCC3 (stereo not given)	·	·	0	7	6	1	0.3%	·	-1
Cc1ccccc1OCc1nnc(SCC(=O)O)n1Cc1ccccc1	14	4	3	-8	3	2	-2.8%	0.8	-5
CCCc1ccc2oc(C(=O)N(C)Cc3ccn[nH]3)c(C)c2c1	-6	1	3	?	2	5	-0.2%	0.3	2
Cc1ccc2[nH]c(=O)c3cc(C(=O)N4CCN(c5ccccc5F)CC4)sc3c2c1	·	-6	10	·	29	-2	0.3%	-0.7	1
COCCN1Cc2cccc(C(=O)NCc3ccc4c(c3)OCO4)c2C1=O	3	-5	1	-2	-2	3	-2.3%	-2.4	1
CCOc1cc(C(=O)Nc2ccc(-c3nc4cc(C)ccc4o3)cc2)cc(OCC)c1OCC	·	6	4	·	9	0	2.9%	-0.8	4
COc1ccc([N+](=O)[O-])cc1NCC(=O)c1ccc(C)cc1	0	2	8	14	5	1	-0.7%	-0.3	-4

An excerpt; count on the stated rates, not on these rows.
